Compound activity deposited in PubChem by several laboratories.
Diaphorase act – activates diaphorase or chemically reduces, flagging diaphorase assay artifacts | Diaphorase/resazurin coupled assay, resorufin fluorescence, 16 min; hits give high values; 1 = vehicle wells, 0 = NADH-free wells | activation factor at 20 µM | hit rate 0.005% among 190,000;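 active = diaphorase activity raised at least twofold by the compound at 20 µM; inactive = activation factor below 2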
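Test system: Clostridium kluyveri diaphorase, purified enzyme. Buffer or medium: 50 mM HEPES pH 7.4 buffer plus MgCl2 and Tween 20. Also added: 0.114 mM NADH and 0.1 mM resazurin, final amounts. Dosing: compound 20 µM once, DMSO 1%. Schedule: 16 min enzyme reaction, ambient temperature. Detection: fluorescence of resorufin, 544 nm excitation, 590 nm emission.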
PMI act hi M6P – PMI (human) activation, high substrate; coupled PMI enzyme assay, resazurin fluorescence, 20 min; hits give high values; 1 = untreated enzyme, 0 = substrate-free blank; activation factor at 20 µM; hit rate 0.34% among 190,000;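 active = activation factor of 2 or more at 20 µM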
Target sequence (P34949 whole entry, looked up): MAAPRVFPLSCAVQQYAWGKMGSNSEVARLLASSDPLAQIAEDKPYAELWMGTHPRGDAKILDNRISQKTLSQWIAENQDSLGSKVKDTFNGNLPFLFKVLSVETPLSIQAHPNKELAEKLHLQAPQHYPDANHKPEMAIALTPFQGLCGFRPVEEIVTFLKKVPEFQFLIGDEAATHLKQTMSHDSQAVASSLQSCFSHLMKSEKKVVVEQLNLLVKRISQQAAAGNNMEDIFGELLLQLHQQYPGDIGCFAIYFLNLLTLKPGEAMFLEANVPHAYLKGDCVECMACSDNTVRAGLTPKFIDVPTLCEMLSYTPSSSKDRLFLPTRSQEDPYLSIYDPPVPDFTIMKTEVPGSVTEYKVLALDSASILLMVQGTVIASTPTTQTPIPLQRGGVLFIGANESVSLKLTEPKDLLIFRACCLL
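Test system – human PMI in coupled enzyme assay · Timing – 20 min incubation at room temperature · Detection – Diaphorase-driven resazurin-to-resorufin fluorescence, excitation 544, emission 590 nm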
bIAP inh – intestinal alkaline phosphatase (bovine) inhibition; purified bovine IAP, CDP-star luminescence, 30 min; inhibition, % at 20 µM; 190,000 tested, under 10 active;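 active = over 50% inhibition of intestinal alkaline phosphatase at 20 µM in the single-dose screen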
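test system = bovine IAP enzyme | medium = DEA buffer 100 mM, pH 9.8, with MgCl2 1.0 mM, ZnCl2 0.02 mM | detection = luminescence | dosing = single compound dose of 20 µM, 2% DMSO final | incubation = 30 min reaction at room temperature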
Diaph inh CS – counter-screen for diaphorase-based assays: diaphorase inhibitors and chemical oxidizers. diaphorase resazurin-to-resorufin fluorescence, NADH, 16 min; bacterial (C. kluyveri) enzyme, not human. inhibition, % at 20 µM. hit rate 0.69% among 190,000;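 active = primary screen inhibition at 20 µM above a set limit, cut at about 50% in these data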;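 note: plate controls were DMSO with full reaction for no effect and wells lacking NADH for full effect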
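Detection: fluorescence of resorufin formed from resazurin, Ex 544/Em 590 nm; test system: Clostridium kluyveri diaphorase enzyme; amount: 0.14 U/mL diaphorase, enzyme working solution; times: 16-min room-temperature incubation before reading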
TNAP act hiacc – increases human TNAP activity under high phosphate acceptor concentration; P05186; purified TNAP, CDP-star luminescence, 1 M DEA, 30 min; hits give high values; 0 = EDTA background, 1 = DMSO-only activity; activation factor at 20 µM; 200,000 tested, under 10 active; AID 1136;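 active = activation factor at least 2 at 20 µM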
Target sequence (P05186 whole entry, looked up): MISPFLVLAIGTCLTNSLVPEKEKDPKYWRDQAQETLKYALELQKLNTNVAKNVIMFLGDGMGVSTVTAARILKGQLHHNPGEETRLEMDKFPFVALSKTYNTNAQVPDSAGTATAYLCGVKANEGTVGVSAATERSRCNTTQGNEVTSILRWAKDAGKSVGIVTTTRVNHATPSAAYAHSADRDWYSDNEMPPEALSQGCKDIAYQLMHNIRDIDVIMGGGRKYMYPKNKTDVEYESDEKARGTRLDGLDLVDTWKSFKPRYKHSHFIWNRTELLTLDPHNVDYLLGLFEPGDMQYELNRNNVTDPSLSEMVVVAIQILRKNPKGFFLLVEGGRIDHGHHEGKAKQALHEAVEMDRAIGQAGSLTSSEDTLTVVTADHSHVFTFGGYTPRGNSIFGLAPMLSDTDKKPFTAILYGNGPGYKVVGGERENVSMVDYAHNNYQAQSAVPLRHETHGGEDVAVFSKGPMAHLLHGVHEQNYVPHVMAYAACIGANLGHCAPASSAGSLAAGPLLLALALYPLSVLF
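Assay system: human TNAP; Input: enzyme diluted 1/800 final; Reagent: CDP-star luminogenic substrate at 100 µM final; Timing: 30 min, room temperature; Signal: luminescence; Evaluation: TNAP activation factor scaled between EDTA and DMSO control wells.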
TNAP inh noacc – blocks human TNAP activity with no phosphate acceptor present. P05186. purified TNAP, CDP-star luminescence, 30 min. inhibition, % at 20 µM. hit rate 0.26% among 200,000;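 active = tissue-nonspecific alkaline phosphatase inhibition above about 50% at 20 µM in the single-dose screen, limit read from the data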;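 note: 0% = DMSO negative control and 100% = EDTA positive control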
PMI activator – increases human mannose-6-phosphate isomerase activity; P34949; purified human PMI, coupled resazurin fluorescence, 20 min; hits give high values; 1 = vehicle control, 0 substrate-free wells; activation factor at 20 µM; hit rate 0.005% among 190,000; AID 1214;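 active = activation factor of 2 or more at 20 µM, relative to plate controls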
TNAP inh hiacc – TNAP (human) inhibition, high acceptor; P05186; purified TNAP, CDP-star luminescence, 1 M DEA; inhibition, % at 20 µM; hit rate 0.03% among 200,000;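 active = over 50% inhibition of tissue-nonspecific alkaline phosphatase at 20 µM in the single-dose screen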;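 note: plate controls were DMSO wells for no effect and EDTA-quenched wells as full inhibition for full effect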
Lmaj promast – Leishmania major promastigote growth inhibition | hit rate 9% among 200,000 | Leishmania major promastigotes, resazurin fluorescence viability | inhibition, % at 10 µM | AID 1063; in the data active = inhibition above about 50%;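 note: promastigotes grown with compound for 44 hours at 28 °C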
bIAP act – intestinal alkaline phosphatase (bovine) activation; purified bovine IAP, CDP-star luminescence, 30 min; hits give high values; fold of DMSO-control signal, blank-subtracted; activation factor at 20 µM; hit rate 0.17% among 200,000; AID 1016;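 active = activation factor of 2 or more at 20 µM, a signal rise over negative controls twice the positive control's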
* = called active by the depositor; / = not tested or not shown. This is a random part of the collection; about 10% have a hit in one of these screens.

Compound	Diaphorase act	PMI act hi M6P	bIAP inh	Diaph inh CS	TNAP act hiacc	TNAP inh noacc	PMI activator	TNAP inh hiacc	Lmaj promast	bIAP act
Cc1cccc(NC(=O)c2cc(NC(=O)C3CC=CCC3C(=O)O)ccc2N2CCOCC2)c1 (centres undefined)	0.8	0.9	0	18	1	-9	0.9	-1	-4	1
O=C1c2nccnc2C(=O)N1c1ccc(C(F)(F)F)cc1	0.9	1.1	2	5	1.1	-11	1.1	-6	-10	1
CC(C)c1ccccc1OCCCCCNCCO	1	1	-10	-1	1.1	-9	1	-6	91*	1.1
CCOc1ccc2ccccc2c1/C=N\NC(=O)OC	0.9	1	-36	10	1.1	-2	1.1	-7	20	1.4
CCCC(=O)OCC(=O)Nc1cc([N+](=O)[O-])ccc1OC	1	1.1	3	-1	1	-4	1.1	-5	1	1
CCC(=O)OCn1nnc2ccccc2c1=O	0.9	1.1	12	5	1	-6	1.1	0	0	0.9
Nc1ccccc1C#CCCCCO	1	1	35	-2	1	-6	1.1	0	-4	0.6
CC(C)NC(=S)N=Nc1c(O)[nH]c2ccc(C(C)C)cc12	0.9	0.9	14	6	0.9	-50	0.9	10	91*	0.9
CCCCCCOc1ccc(C(=O)n2cnc(N)n2)cc1	0.8	0.9	1	16	1	2	0.8	-3	-5	1
Cc1ccc(S(=O)(=O)N2CCC(C(=O)N/N=C/c3cccnc3)CC2)cc1	0.9	1	4	10	1	-6	1.1	-2	-7	1

Remaining list, next part:
Compound	Diaphorase act	PMI act hi M6P	bIAP inh	Diaph inh CS	TNAP act hiacc	TNAP inh noacc	PMI activator	TNAP inh hiacc	Lmaj promast	bIAP act
O=C(CCNC(=O)c1ccccc1Cl)Nc1cc(C(F)(F)F)ccc1Cl	0.8	0.9	4	17	1	-6	0.8	-1	-1	1
Cc1ccc(CCNC(=O)C23CN(Cc4ccccc4)CC2C(c2cccc([N+](=O)[O-])c2)=NO3)cc1 (centres undefined)	0.9	1.2	-6	9	1	21	1.1	4	20	1.1
CN(C)c1ccc(/C=C/C(=O)c2cccc(Br)c2)cc1	0.9	0.8	/	14	0.8	18	0.9	20	7	0.5
COc1ccc(CN(CC(=O)NCC2CCCO2)C(=O)CCC(=O)Nc2cc(C)ccn2)cc1 (centres undefined)	0.9	1	-6	14	1.1	-17	1	-7	-5	1.1
Cc1ccc(NC(=O)/C=C/c2ccc([N+](=O)[O-])s2)c(C)c1	1	1	23	2	0.9	2	0.9	5	34	0.8
O=C(CSc1ccc2ccccc2n1)NCCC1=CCCCC1	0.9	1	-6	5	1	-9	0.9	0	8	1.1
O=C(O)C/C=C(\NC(=O)OCc1ccccc1)C(=O)OCc1ccccc1	0.9	2.6*	3	11	1.1	1	1.9	-6	5	1
CC1(C)N=C(N)N=C(N)N1c1cccc(C(=O)O)c1	0.9	1	12	10	1	-10	1	-4	-4	0.9
Cc1ccccc1-c1nnn(CC(=O)Nc2cccc(S(N)(=O)=O)c2)n1	1	1	15	1	1	-2	1.1	4	-4	0.9
COc1ccc(CNC(=O)c2cc3c(C)nc4ccccc4c3o2)c(OC)c1	0.9	1	4	6	1.1	-2	1	-10	0	1

Looked up above.
`O=C1c2nccnc2C(=O)N1c1ccc(C(F)(F)F)cc1` in Diaphorase act is listed with 0.9
`Nc1ccccc1C#CCCCCO` in Diaphorase act is listed with 1
`Cc1cccc(NC(=O)c2cc(NC(=O)C3CC=CCC3C(=O)O)ccc2N2CCOCC2)c1` (centres undefined) in TNAP inh noacc is listed with -9

Of the compounds above, 2 contain a CF3 group.
Compound	Diaphorase act	PMI act hi M6P	bIAP inh	Diaph inh CS	TNAP act hiacc	TNAP inh noacc	PMI activator	TNAP inh hiacc	Lmaj promast	bIAP act
O=C1c2nccnc2C(=O)N1c1ccc(C(F)(F)F)cc1	0.9	1.1	2	5	1.1	-11	1.1	-6	-10	1
O=C(CCNC(=O)c1ccccc1Cl)Nc1cc(C(F)(F)F)ccc1Cl	0.8	0.9	4	17	1	-6	0.8	-1	-1	1

More compounds follow.
Compound	Diaphorase act	PMI act hi M6P	bIAP inh	Diaph inh CS	TNAP act hiacc	TNAP inh noacc	PMI activator	TNAP inh hiacc	Lmaj promast	bIAP act
Cc1ccc(C2C(C#N)=C(N)N(c3cccnc3)C3=C2C(=O)CCC3)s1 (centres undefined)	0.6	0.4	13	38	1	-20	0.7	-4	-5	0.9
COC(=O)c1ccc(/C=N\NC(=O)c2ccc(C)cc2Cl)cc1	0.9	0.9	11	8	1	0	0.8	3	-5	0.9
Cc1c(C(=O)NCCCc2ccccc2)cccc1[N+](=O)[O-]	0.9	1	4	8	1	14	0.9	0	-4	1
CCOC(=O)N1CCN(c2ccc(C(=O)c3ccccc3)cc2F)CC1	1	1	0	2	1.1	8	1	-6	6	1
CSCCC(NC(=O)c1ccc([N+](=O)[O-])cc1Cl)C(=O)OCC(=O)NC1CCCC(C)C1C (centres undefined)	0.8	0.9	10	22	1	-6	1	-5	60*	0.9
O=C(Nc1cccs1)Nc1c(F)c(F)c(F)c(F)c1F	1	1.1	7	0	1	-15	1	1	55*	0.9
CCCCc1cc(=O)oc2cc(OCc3nn[nH]n3)c(Cl)cc12	0.9	1.1	-11	6	1	4	1.1	-2	-9	1.1
O=C(CCC(=O)N(CC(=O)NC1CCCC1)C1CCCC1)Nc1ccccn1	0.9	1	-1	5	1.1	-12	1.1	-7	-4	1
COC(=O)c1ccc(CNC(=O)/C=C/c2cc([N+](=O)[O-])ccc2OC(F)F)cc1	1	1.1	5	0	0.9	-5	1	9	-1	1
Cc1ccc(C)c(NC(=O)CN(C)C(=O)c2nn(C)c(=O)c3ccccc23)c1	1	1.1	-16	-2	1	-12	1.1	-3	-2	1.2

Next part:
Compound	Diaphorase act	PMI act hi M6P	bIAP inh	Diaph inh CS	TNAP act hiacc	TNAP inh noacc	PMI activator	TNAP inh hiacc	Lmaj promast	bIAP act
CC(C)OC(=O)CSc1nnc(-c2cnccn2)n1Cc1ccco1	0.9	1	-6	8	1	-3	1	-4	-1	1.1
O=C(CO/N=C/c1cccc([N+](=O)[O-])c1)NC1CCCCCC1	0.9	1	-2	8	1	-7	1	-4	-7	1
CCCCNC(=O)/C(C#N)=c1\s/c(=C\c2ccccc2OC(F)F)c(=O)n1CCCOC	1	1	-3	2	1	13	0.9	-1	0	1
COCCNC(=O)c1ccc2c(c1)NC(=O)CS2	0.8	0.5	2	19	1	-4	0.8	-4	-3	1
O=C(Nc1cccc(C(F)(F)F)c1)c1scc2c1OCCO2	1	1	3	4	1	-11	1.1	-3	-2	1
COc1ccc(OCCOCCN2CCc3ccccc3C2)cc1	0.9	1.1	-3	12	1	-16	1	-4	93*	1
C=CCOc1cccc(/C=N/NC(=O)CN(c2cc(Cl)ccc2OC)S(=O)(=O)c2ccc(C)c([N+](=O)[O-])c2)c1	0.9	0.9	12	12	1	-23	0.9	-2	99*	0.9
Cc1c(-c2nnc(SCC(=O)O)n2-c2ccccc2Br)nnn1-c1ccccc1	0.9	1	0	6	1	-6	1.2	-2	-3	1
CC(=O)Nc1ccc(C(=O)OCC(=O)NC(=O)NC2CCCCC2)cc1	0.8	0.9	4	16	1	-19	1	-3	35	1
Cc1cccc(NC(=O)CSCc2c(C)noc2C)c1C	1	1.1	6	2	1	-4	1.1	1	-7	0.9

The list continues:
Compound	Diaphorase act	PMI act hi M6P	bIAP inh	Diaph inh CS	TNAP act hiacc	TNAP inh noacc	PMI activator	TNAP inh hiacc	Lmaj promast	bIAP act
COc1ccc(-c2cc3ccc(OCc4nn[nH]n4)cc3oc2=O)cc1	0.8	1.1	4	19	1	-2	1.1	2	-2	1
O=C1CN(C(=O)c2ccccc2)c2ccccc2N1	0.9	0.9	9	8	1	-9	0.9	-2	-4	0.9
Cc1ccc(-c2cc(C(=O)Nc3cccnc3)c3ccccc3n2)o1	0.8	1.3	17	20	1.1	-3	1.2	-7	3	0.8
Cc1ccc(-c2[nH]c3ccccc3c2C(C[N+](=O)[O-])c2ccco2)cc1 (centres undefined)	0.8	1	0	19	1	-6	0.9	3	7	1
CCn1c(CNC(=O)c2ccc(OC)c(OC)c2)nnc1SCC(=O)Nc1ccccc1	1	1.1	4	1	1	-2	1.2	-2	-8	1
CC(C)c1nnc(NC(=O)c2cccs2)s1	0.8	0.9	10	16	1	-6	0.9	2	-8	0.9
CC1CCCCN1C(=S)NCCc1ccccc1 (centres undefined)	1	1	20	-5	1.1	-10	1	-5	-5	0.8
O=C(c1ccccc1)c1nnc(-c2ccncc2)o1	1	1.2	6	3	1.1	-6	1	-6	-5	0.9
C/C(=N\NC(=S)Nc1ccc(C(C)C)cc1)c1ccc2c(c1)OCO2	0.9	0.9	-4	7	1.1	-16	0.9	-5	-13	1
COc1ccc(/C=C/C(=O)c2cc(F)ccc2OC(=O)c2ccccc2OC)cc1OC	0.7	0.9	5	26	1	-7	0.9	1	48	0.9

(cont.)
Compound	Diaphorase act	PMI act hi M6P	bIAP inh	Diaph inh CS	TNAP act hiacc	TNAP inh noacc	PMI activator	TNAP inh hiacc	Lmaj promast	bIAP act
CCOC(=O)c1c(NC(=O)CN2CCCCC2)sc2c1CCCC2O (centres undefined)	0.8	1	-2	19	1.1	-7	0.9	-5	14	1
CCOC(=O)N1CCC(Nc2nc3ccccc3n3nnnc23)CC1	0.9	1	6	10	1	-8	0.9	0	-5	0.9
Cc1sc2nc(-c3ccccc3)[nH]c(=O)c2c1-c1ccccc1	0.9	0.9	8	9	1	-5	1	-2	-1	0.9
Cc1cc(C(F)F)n2nc(C(=O)Nc3c(F)cc(F)cc3Br)nc2n1	1	1	-16	2	1	-6	0.9	-4	-5	1.2
CC1CCCN(S(=O)(=O)c2ccc(NC(=O)c3cccc(-n4cnnn4)c3)cc2)C1 (centres undefined)	0.8	0.9	1	16	1	-3	0.8	1	16	1
Cc1ccc(C(C)NC(=O)c2ccco2)cc1 (centres undefined)	1	1.1	12	-4	1	-11	1.1	-2	13	0.9
CCOC(=O)c1c(/N=C/C2C(=O)CCCC2=O)sc2c1CCCC2	1	0.7	-11	0	1	12	0.9	-2	1	1.1
Cc1ccc(C(=O)CSc2nc(-c3ccccc3)ccc2C#N)cc1	0.8	1.1	-28	18	1	-8	1.2	1	9	1.3
COCC(=O)NCc1ccc2c(c1)OCO2	0.8	1	4	20	1.1	-12	1	-6	1	1
CC(C)CCNC(=O)c1ccc2c(c1)N(Cc1ccccc1)C(=O)CS2=O (centres undefined)	0.9	0.9	0	12	1	-11	0.9	2	-5	1
COc1ccc(OC)c(C(=O)c2coc3ccc(O)cc23)c1	0.8	0.9	5	21	1	-8	0.9	-1	-1	1
